# Pf growth 96h: inhibits malaria parasite growth, 96 h; 320,000 compounds, 6.9% hits; AID 504834; P. falciparum luciferase reporter growth, 96 h; Potency, µM (top dose mostly 28.7 µM), for the others: top-dose activity change, negative = inhibition, most hits filed as inhibitors; further: potency means the concentration at half of the fitted maximal effect; on the % scale 0 is the no-effect control and ±100 the full control effect
#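 Two-generation exposure (96 h) targets delayed-death phenotype. Reporter parasites carrying integrated firefly luciferase, in red cells at 2% hematocrit and 0.05% parasitemia final, kept at 37 C, 5% CO2; luminescence loss indicates inhibition.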
# Shiga toxin inh: Shiga toxin inhibition | Vero cells, Shiga toxin protein synthesis inhibition reporter | inhibition, % at 38.7 µM | 290,000 compounds, 9.2% hits; in the data active means inhibition mostly above about 28%, no sharp cut-off; inactive means mostly below about 43%; further: 0% is about no effect
# Pf growth 48h: P. falciparum growth inhibition at 48 hours (one generation). P. falciparum luciferase growth in erythrocytes, 48 h. Potency, µM (series often up to 28.7 µM), for inactives: top-dose activity change, negative = inhibition, most hits filed as inhibitors. 310,000 compounds, 5.9% hits; further: potency means the concentration at half of the fitted maximal effect; on the % scale 0 is the no-effect control and ±100 the full control effect
#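 Firefly luciferase activity from engineered P. falciparum reports growth; inhibitors lower the luminescent signal. Cultures contained 2% hematocrit erythrocytes at 0.1% final parasitemia.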
# AMA1 RON2 block: AMA1-RON2 (P. falciparum) interaction inhibition. 360,000 compounds, 0.2% hits. AID 720542. AlphaScreen AMA1-biotinylated RON2 peptide binding. Potency, µM (doses to about 58.2 µM), for inactives: at the highest dose activity change, negative = inhibition, actives largely listed as inhibitors;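 further: potency means the concentration at half of the fitted maximal effect; 0% = vehicle wells and -100% = peptide control; nearly all actives have a fitted effect of over 45% in size; some results filed as inactive show a strong effect at the top dose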
#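 AMA1 (3D7) with his tag at 25 nM final met compounds first, then biotinylated RON2 peptide at 25 nM; detection used donor plus acceptor beads, 10 µg/mL apiece, read by AlphaScreen after 30 min at room temperature.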
# Tb PYK inh: T. brucei pyruvate kinase inhibition; 410,000 compounds, 0.12% hits; Potency, µM (highest dose often 76.8 µM), for inactives: at the top dose activity, negative = inhibition, hits mostly inhibitors; Q57TT1; TbPYK enzyme, Kinase-Glo Plus ATP luminescence, 45 min; further: potency means the concentration at half of the fitted maximal effect; on the % scale 0 is the no-effect control and ±100 the full control effect; nearly all actives have a fitted effect of over 50% in size
#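 Readout: single end-point luminescence (Kinase-Glo Plus, 10 min). Reaction conditions were TbPYK/substrate plus 130 uM ADP, 45 min at RT, pH 7.2 TEA buffer. No-enzyme wells served as controls, and data were normalized before concentration-response fitting.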
# LmPK inhibitor: blocks Leishmania mexicana pyruvate kinase activity; 290,000 compounds, 0.37% hits; Q27686; purified LmPK, Kinase-Glo ATP luminescence, 1 h; Potency, µM (top dose mostly 57.5 µM), inactives show at the highest dose activity change, negative = inhibition, actives largely listed as inhibitors; further: potency means the concentration at half of the fitted maximal effect; on the % scale 0 is the no-effect control and ±100 the full control effect
# Target sequence (Q27686 whole entry, looked up): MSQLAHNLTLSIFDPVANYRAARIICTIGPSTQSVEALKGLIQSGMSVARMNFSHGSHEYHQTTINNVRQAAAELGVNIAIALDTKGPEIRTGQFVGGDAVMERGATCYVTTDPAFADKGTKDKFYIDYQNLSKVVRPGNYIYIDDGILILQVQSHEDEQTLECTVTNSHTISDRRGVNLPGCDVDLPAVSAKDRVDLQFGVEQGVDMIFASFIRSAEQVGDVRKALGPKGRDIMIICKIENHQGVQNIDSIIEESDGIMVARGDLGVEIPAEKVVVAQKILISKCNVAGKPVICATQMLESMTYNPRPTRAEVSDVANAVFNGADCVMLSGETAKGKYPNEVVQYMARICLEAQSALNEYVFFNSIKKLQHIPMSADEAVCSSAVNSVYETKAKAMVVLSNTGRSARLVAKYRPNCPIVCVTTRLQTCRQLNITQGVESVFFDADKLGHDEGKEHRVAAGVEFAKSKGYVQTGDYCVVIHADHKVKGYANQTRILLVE
#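 qHTS format; LmPK 0.1 nM; substrates PEP 0.5 mM and ADP 0.1 mM. One-hour room-temperature incubation, then coupled luciferase luminescence; 0.5 nM enzyme wells mark activation.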
# Cycloheximide cs: counter-screen hit for Shiga toxin inhibitors, cycloheximide; max response, %; cell reporter, cycloheximide protein synthesis inhibition counterscreen; 300,000 compounds, 12% hits; AID 2314; in the data active means max response mostly above about 13%, no sharp cut-off; inactive means mostly below about 14%; further: read at 38.3 µM for the half of the compounds with a filed dose; 0% is about no effect
# Active calls of the source: *; u = inconclusive; x = no result given; [ ] = dose if it differs, or a comment. Unless noted, the call rests on the fitted dose curve; in most records, active means well fitted curve in the direction sought with a large enough effect; inconclusive means small, poorly fitted or top-dose-only effect, or another doubt; inactive means no such curve, though single readings can be large; an effect the other way counts as inactive or inconclusive.
SMILES,Pf growth 96h,Shiga toxin inh,Pf growth 48h,AMA1 RON2 block,Tb PYK inh,LmPK inhibitor,Cycloheximide cs
COC(=O)c1cc(S(=O)(=O)Nc2cccc(S(N)(=O)=O)c2)oc1C,16%,-5,15%,0%,-3%,0%,1
Cc1ccc2nsnc2c1NC(=O)CCl,u,18,u,-10%,-5%,-2%,-1
Cn1cccc1/C=N/N1CCN(Cc2ccc(Cl)cc2)CC1,-10%,43,20%,u,-25%,1%,8
COC(=O)C(C(=O)OC)N1C(=O)CCC1=O,-5%,-10,11%,3%,-1%,1%,-2
O=C(O)c1ccc(N2CCS(=O)(=O)CC2)cc1,u,-7,1%,-11%,7%,2%,14
COc1ccc(Oc2coc3c(CN(C)C)c(O)ccc3c2=O)cc1,x,9,12%,-11%,-2%,-1%,-2
COC(=O)COc1cc(OCC(=O)OC)c2c(-c3ccccc3)cc(=O)oc2c1,3%,-9,-16%,-5%,1%,-1%,10
COc1c(C)cccc1C(=O)Nc1cc(Cl)ccc1N1CCOCC1,x,15,-1%,-1%,-19%,-2%,4
CC(C)(C)C(=O)Nc1ccccc1N1CCN(c2ccc(F)cc2)CC1,20%,1,u,0%,0%,0%,-2
Cc1csc(NC(=O)Cc2c[nH]c3ccccc23)n1,77%[activator],72*,50%[activator],-3%,-8%,-2%,27
CC(=O)NC(=S)Nc1cccc2ccc(C)nc12,u,-3,4%,39%[activator],0%,3%,-3
Cn1nnc(NC(=O)COc2ccc(C3CCCCC3)cc2)n1,3%,-2,-26%,-13%,6%,7%,2
COc1ccc(CNC(=O)c2ccc(C(C)(C)C)cc2)cc1,146%[activator],91*,97%[activator],-10%,2%,-6%,64*
O=C(Cn1c(=O)n(Cc2ccccc2)c(=O)c2ccccc21)NCc1ccco1,-1%,-15,x,24%,-6%,3%,-2
CCNC(=O)NC(=O)C(C)OC(=O)c1cc(S(=O)(=O)N2CCCCCC2)ccc1OC (configuration not stated),x,-26,12%,-2%,-3%,2%,15
Cc1c(NC(=O)C(C)Oc2ccc(Br)cc2Cl)c(=O)n(-c2ccccc2)n1C (configuration not stated),3%,x,1%,3%,-2%,x,x
CC(C)(C)CC(C)(C)c1ccc(OCCO)cc1,u,x,-27%,x,-3%,x,x
CCn1nc(C)c(CNC(=O)Nc2ccccc2C(=O)OC)c1C,7%,5,-8%,6%,-4%,3%,1
COC(=O)c1cccc(C(=O)N2CCC(CO)(Cc3ccccc3Cl)CC2)c1,u,-23,u,-2%,1%,4%,-4
CCCCC1(COC(=O)CCC(=O)O)C(=O)N(c2ccccc2)N(c2ccccc2)C1=O,1%,x,u,8%,-6%,x,x
COc1ccc(/C=C2\N=C(c3ccccc3Cl)NC2=O)cc1,-2%,48,-4%,2%,-1%,0%,34*
Nc1nnnn1/N=C/c1cccc(OCc2ccccc2Cl)c1,8%,1,9%,-1%,0%,2%,-3
COc1ccc(CCN(C)C(=O)C2CCN(Cc3ccc(C)cc3)CC2)cc1OC,6%,-6,0%,14%,-11%,3%,-6
CCOC(=O)N1CCN(C(=O)Cn2ncn3nc(-c4cccs4)cc3c2=O)CC1,75%[activator],-6,18%,-4%,1%,-3%,-2
Nc1cc(Cl)c(NC2=NCCN2)c(Cl)c1,1%,x,1%,x,1%,x,x

# A second format for part of the listing above:
SMILES | Pf growth 96h | Shiga toxin inh | Pf growth 48h | AMA1 RON2 block | Tb PYK inh | LmPK inhibitor | Cycloheximide cs
CCn1nc(C)c(CNC(=O)Nc2ccccc2C(=O)OC)c1C | 7% | 5 | -8% | 6% | -4% | 3% | 1
COC(=O)c1cccc(C(=O)N2CCC(CO)(Cc3ccccc3Cl)CC2)c1 | u | -23 | u | -2% | 1% | 4% | -4
CCCCC1(COC(=O)CCC(=O)O)C(=O)N(c2ccccc2)N(c2ccccc2)C1=O | 1% | x | u | 8% | -6% | x | x
COc1ccc(/C=C2\N=C(c3ccccc3Cl)NC2=O)cc1 | -2% | 48 | -4% | 2% | -1% | 0% | 34*

# Returning to the listing; the two compounds before the break are reprinted first.
SMILES,Pf growth 96h,Shiga toxin inh,Pf growth 48h,AMA1 RON2 block,Tb PYK inh,LmPK inhibitor,Cycloheximide cs
CCOC(=O)N1CCN(C(=O)Cn2ncn3nc(-c4cccs4)cc3c2=O)CC1,75%[activator],-6,18%,-4%,1%,-3%,-2
Nc1cc(Cl)c(NC2=NCCN2)c(Cl)c1,1%,x,1%,x,1%,x,x
C#CCOCCOCCOCCNc1nc(N2CCN(C(=O)[C@H]([C@@H](C)O)n3cc(CCCCN)nn3)CC2)nc(N2CCN(C(=O)[C@H]([C@@H](C)CC)n3cc(CCCCN)nn3)CC2)n1,68%[activator],x,7%,-8%,-9%,x,x
Cc1ccc(C2(C)NC(=O)N(CC(=O)Nc3ccc4c(c3)CCC4)C2=O)cc1 (configuration not stated),u,x,22%,4%,1%,x,x
COCCn1nnnc1CN(CCc1ccc(OC)c(OC)c1)Cc1cc2ccc(C)cc2[nH]c1=O,x,-20,x,0%,-6%,11%,-2
CS(=O)(=O)N(CC(N)=O)c1ccc(F)c(Cl)c1,97%[activator],-8,2%,21%,-14%,5%,-1
CSCCC(NC(=O)c1ccccc1Cl)C(=O)N1CCCCCCC1 (configuration not stated),5%,x,3%,-4%,-5%,x,x
O=C(Nc1nc(-c2ccccc2)cs1)c1ccco1,3%,122*,82%[activator],-11%,-5%,-11%,89*
O=C(O)CSc1nnc(COc2ccc(Br)cc2)n1-c1ccccc1,u,x,-18%,-1%,-3%,6%,-2
Oc1c(C=Nc2ccccc2)sc2ccccc12,38%[activator],3,u,9%,u,-4%,-2
Cc1ccccc1NCCNc1ccccc1C,-15%,-1,x,-13%,-10%,-2%,9
Cc1ccc(S(=O)(=O)NC(C)C(=O)NC(C)c2cccs2)cc1 (configuration not stated),35%[activator],-11,20%,-7%,-4%,2%,-3
CCN(CC)CCNC(=O)c1c(C)oc2cc(Br)c(OC)cc12,u,11,u,-3%,1%,0%,-4
O=C(c1ccc(Cl)cc1)N1CCN=C1c1ccccc1,364%[activator],-9,10%,13%,0%,-1%,-2
Cc1cc(=O)oc(C)c1C(=O)NCCCN1CCN(c2ccc(F)cc2)CC1,0.74µM*,-17,u,10%,1%,-2%,-1
CC(C)(N)Cc1ccc(Cl)cc1,u,x,-9%,x,1%,x,x
COc1ccc2c(=O)c3c(=O)n(CCc4ccccc4)c(C(C)C)nc3oc2c1,5.2µM*,-5,7.4µM*,-11%,3%,0%,-1
CC(=O)c1c(C)oc2ccc(NS(=O)(=O)c3ccc(C)cc3)cc12,0%,-6,7%,-5%,-9%,-3%,-5
Cn1c2ccccc2c(=O)c2c(=O)n(Cc3ccco3)c(-c3ccc(Cl)cc3Cl)nc21,-3%,-7,78%[activator],x,x,4%,2
CCOc1ccc(NC(=O)c2cc3cc4ccc(C)cc4nc3o2)cc1,u,20,5%,x,-1%,1%,8
OC(COc1cccc2ccccc12)CN1CCN(c2ccccc2)CC1 (configuration not stated),3%,-9,-5%,u,-1%,-4%,-6
COc1ccccc1CNC(=O)C1CC2Cn3c(nc4ccccc43)C2N1C (configuration not stated),47%[activator],-1,36%[activator],-3%,4%,-5%,-4
CCCNS(=O)(=O)c1ccc(OCC(=O)N2CCN(Cc3ccc4c(c3)OCO4)CC2)cc1,u,-12,u,0%,-5%,-1%,7
CC(=O)N1CCN(CC(=O)Nc2c(Cl)cccc2Cl)CC1,50%[activator],-7,10%,1%,-9%,1%,6
CC1(C)CC(=O)c2cc(O)ccc2O1,u,11,6%,-3%,-3%,2%,7
COc1ccc(C(=O)Nc2ccc(OC)c([N+](=O)[O-])c2)cc1Br,u,-7,-16%,-5%,6%,-2%,-3
C(=C\c1ccccc1)/CN1CCN(Cc2ccc3c(c2)OCCO3)CC1,x,12,-3%,x,x,10%,5
SMILES,Pf growth 96h,Shiga toxin inh,Pf growth 48h,AMA1 RON2 block,Tb PYK inh,LmPK inhibitor,Cycloheximide cs
CCCCC(=O)Nc1ccc2c(c1)OCCO2,x,70*,132%[activator],-13%,0%,-4%,37*
S=C1CN=C(c2ccccc2Cl)c2cc(Cl)ccc2N1,u,-4,-2%,80%[activator],-3%,3%,-2
O=C(NCCCNc1ccnc2cc(Cl)ccc12)c1ccccc1F,0.41µM*,3,0.47µM*,7%,0%,3%,9
CC(C)(C)NC(=O)Nc1nnc(SCC(=O)NC2CCCCC2)s1,u,x,u,-4%,-4%,x,x
O=c1[nH]c2ccccc2cc1CN(Cc1ccco1)S(=O)(=O)c1ccccc1,8%,-3,-2%,-5%,0%,5%,-2
CCOC(=O)C(=CNc1cc(OC)ccc1-n1cccc1)C(=O)OCC,u,-5,-25%,-25%,-9%,5%,-3
Cc1ccn2c(=O)nc(SCC(=O)N3CCCCC3)nc2c1,u,x,3%,29%,5%,x,x
COc1ccc(/C=C/C(=O)NC(C)CCc2ccccc2)cc1 (configuration not stated),u,14,-12%,17%,-2%,5%,-2
O=S(=O)(/C=C/c1ccccc1)Nc1ccc(F)cc1,17%,-21,19%,2%,1%,1%,-2
CC(=O)c1ccc(Nc2c(C)n(C)n(-c3ccccc3)c2=O)cc1,31%[activator],-13,u,-2%,2%,4%,-2
COC(=O)c1cccn(CC(=O)c2ccc(Cl)cc2Cl)c1=O,34%[activator],19,u,16%,2%,3%,9
Cc1cccc(N/C=C/c2onc(C)c2[N+](=O)[O-])c1,228%[activator],89*,173%[activator],-21%,u,-4%,31*
O=C(CN1CCN(Cc2ccc(F)cc2)CC1)Nc1ccccc1F,-18%,-17,7%,1%,-2%,-9%,-6
CN(C)CCCNC(=S)NCCNc1nc2cc3c(cc2cc1C#N)OCO3,-12%,-6,u,0%,0%,-2%,1
Cc1oc(C)c(C(N)=O)c1C(N)=O,x,10,6%,-2%,-5%,0%,-4
Cc1ccn2cc(CCNC(=O)c3ccc(Br)o3)nc2c1,u,-4,u,-5%,7%,-1%,-3
O=C(c1ccc([N+](=O)[O-])c(CS(=O)(=O)c2ccc(Cl)cc2)c1)N1CCCC1,-2%,-10,-9%,4%,-2%,2%,0
Cc1cc(C)nc(N/N=C/c2cc(Br)ccc2O)n1,u,39,u,43%[activator],5%,1%,28*
O=C(CN1C(=O)COc2ccc(Cl)cc21)Nc1ccc2c(c1)OCCO2,x,7,7%,-19%,4%,-6%,-2
CSc1nnc(N2C(=O)C(O)=C(C(=O)c3ccco3)C2c2ccccc2F)s1 (configuration not stated),u,-3,u,57%[activator],u,2%,9
CCc1nnc(NCn2nc(C)cc2C)s1,u,-10,20%,18%,-4%,1%,6
CC1(C)CC(NC(=O)c2cccc(S(=O)(=O)N(Cc3ccccc3)c3ccccc3)c2)CC(C)(C)N1,13µM*,x,10µM*,2%,3%,x,x
CCCNC(=O)CSc1ccc(S(=O)(=O)N2CCCC2)cn1,-4%,x,13%,13%,u,x,x
CCOc1ccc(CCNC(=O)COC(=O)c2ccc(S(C)(=O)=O)cc2)cc1OCC,14%,x,u,-19%,-2%,x,x
CCCCC1=NN(C(=O)c2cccnc2)C(O)(C(F)(F)F)C1 (configuration not stated),7%,17,147%[activator],75%[activator],3%,-9%,2
COc1ccc2[nH]c(=O)c(CN(c3ccccc3OC)S(=O)(=O)c3ccccc3)cc2c1,12%,-2,u,0%,2%,2%,-4

# Compounds were not picked by outcome; overall some 21% were active at least once.
